KB-V1 MDR tox – KB-V1 MDR subline cytotoxicity; 3.4% of 400,000 active; KB-V1 MDR cells viability, CellTiter-Glo, 72 h; AID 1347076; Potency, µM (titrated, usually from 46.1 µM), inactives show at the top dose activity change, negative = cytotoxicity, hits mostly cytotoxic; note: % is set by controls: 0 for no effect and ±100 for the full control effect; nearly all actives have a fitted effect of over 60% in size
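qHTS viability screen in drug-selected KB-V1 MDR cells: 72 h compound treatment at 37 degrees C, ATP luminescence end point.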
TDP43 rescue – inhibitors of TDP-43 toxicity in yeast | TDP-43 expressing yeast growth rescue, BacTiter-Glo, 24 h | Potency, µM (titrated, usually from 46.1 µM), inactives show at the top dose growth rescue (activation), actives largely listed as activators | 1.8% of 410,000 active | AID 652104; note: % of control where 0% means no effect; nearly all actives have a fitted effect of over 50% in size
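Luminescence from BacTiter-Glo reports growth of TDP-43-expressing yeast after 24 hr at 30 deg C with compound. Cells were raffinose-pregrown to mid-log, then seeded in galactose medium at OD600=0.02.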
GLP-1R inv ag – inverse agonists of human GLP-1 receptor; Potency, µM (series often up to 38.3 µM), for the others: at the top dose activity change, negative = inhibition, hits mostly inhibitors; AID 624417; HEK293 GLP-1R CRE-luciferase, luminescence, 24 h; GLP-1R form is constitutively active; 1.6% of 410,000 active; note: % is set by controls: 0 for no effect and ±100 for the full control effect; nearly all actives have a fitted effect of over 55% in size
Target sequence (P43220 whole entry, looked up): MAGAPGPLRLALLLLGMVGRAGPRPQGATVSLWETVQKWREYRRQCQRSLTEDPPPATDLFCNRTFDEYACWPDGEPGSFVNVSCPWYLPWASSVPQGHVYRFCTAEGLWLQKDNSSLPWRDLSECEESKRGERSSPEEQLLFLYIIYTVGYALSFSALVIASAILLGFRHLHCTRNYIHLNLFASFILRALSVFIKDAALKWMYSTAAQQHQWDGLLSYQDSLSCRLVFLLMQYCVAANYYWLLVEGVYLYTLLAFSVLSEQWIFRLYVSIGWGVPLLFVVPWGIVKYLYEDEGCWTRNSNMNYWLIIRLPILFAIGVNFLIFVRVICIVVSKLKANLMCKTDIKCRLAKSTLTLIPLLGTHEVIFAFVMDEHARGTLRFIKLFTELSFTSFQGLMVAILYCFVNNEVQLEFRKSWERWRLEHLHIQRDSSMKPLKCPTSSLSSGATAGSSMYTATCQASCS
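Constitutively active GLP-1R drives a cAMP-responsive luciferase in stably transfected HEK293 cells; test compounds are added after overnight (12 h) attachment and left 24 hr, and signal loss in luminescence marks inhibition.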
HT1080 IDH1KD tx – HT-1080 IDH1 knockdown cell toxicity (counter line); AID 686971; Potency, µM (top dose mostly 46.1 µM), without a hit: top-dose activity, negative = toxicity, hits mostly cytotoxic; HT-1080 IDH1 knockdown viability, ATP luminescence, 48 h; 2% of 360,000 active;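 note: 0% = DMSO wells and -100% = cell-free medium wells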
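CellTiter-Glo luminescence after 48 h compound exposure at 37 degrees C of IDH1-knockdown HT-1080 cells in 5% FBS RPMI. %Activity scaled between DMSO wells and cell-free media wells, with curves fitted and assigned curve classes.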
HEK293 tox – cytotoxicity counter-screen for GLP-1 receptor inverse agonists. 0.13% of 410,000 active. Potency, µM (top dose mostly 38.3 µM), for the others: at the top dose activity change, negative = inhibition, hits mostly inhibitors. HEK293 cAMP-luciferase reporter cells, luminescence, 24 h. AID 624418;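 note: loss of luciferase light is scored as toxicity; % is set by controls: 0 for no effect and ±100 for the full control effect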
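To flag toxic compounds, the library was rerun on cells for 24 hr at 37 deg C and 5% CO2. Viability-linked luminescence was captured 12 min after adding luciferase detection reagent.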
SW480 rerep – inducers of DNA re-replication in SW480 colon cancer cells; SW480 DNA re-replication, Hoechst DNA content imaging, 48 h; Potency, µM (doses to about 46.1 µM), without a hit: at the top dose re-replication activation, most hits filed as activators; 1.8% of 340,000 active; AID 624297; note: % of control where 0% means no effect; nearly all actives have a fitted effect of over 55% in size
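Treated cells incubate 48 hr (37 C, 5% CO2), are stained 40 min with Hoechst, and nuclear fluorescence is enumerated; a rise in nuclei with high DNA signal marks re-replication.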
HT1080NT lethal – kills 2HG-producing HT-1080-NT fibrosarcoma cells; AID 686970; HT-1080-NT fibrosarcoma viability, CellTiter-Glo ATP luminescence, 48 h; Potency, µM (series often up to 46.1 µM), for inactives: at the top dose activity, negative = less viability, usual class: cytotoxic; 1.6% of 360,000 active;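 note: NT is the 2HG producing partner of a matched IDH1 knockdown line; 0% = DMSO-treated cells and -100% = media-only wells without cells; nearly all actives have a fitted effect of over 55% in size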
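Compounds were tested in concentration-response format on HT-1080-NT cells for 48 hours at 37 degrees C. Cell viability came from CellTiter-Glo luminescence; curves were classified by r2, response magnitude and activity.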
GLP-1R agonist – activates the human GLP-1 receptor; P43220; HEK293 GLP-1R CRE-luciferase, luminescence, 4-6 h; cells express a hypersensitive GLP-1R form; Potency, µM (doses to about 45.6 µM), for inactives: at the top dose activation, most hits filed as activators; 0.007% of 380,000 active; AID 624172; note: % of control where 0% means no effect
KB-3-1 cytotox – kills parental KB-3-1 adenocarcinoma cells | KB-3-1 viability, CellTiter-Glo ATP luminescence, 72 h | 1.4% of 400,000 active | Potency, µM (highest dose often 46.1 µM), for the others: top-dose activity change, negative = cytotoxic, actives largely listed as cytotoxic | AID 1347075; note: % is set by controls: 0 for no effect and ±100 for the full control effect; nearly all actives have a fitted effect of over 60% in size
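KB-3-1 parental drug-naive adenocarcinoma cells in DMEM/10% FBS, incubated 72 h at 37 C with pin-transferred compounds across a concentration series. Viability by CellTiter-Glo luminescence; concentration-response curves fitted after normalization.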
Numbers without * were called inactive; ? = inconclusive; · = not tested or not shown; & = joins results of further samples; [ ] = dose if it differs, or a comment. Calls come from the whole dose curve; as a rule, active = well fitted curve in the direction sought with a large enough effect; inconclusive = small, poorly fitted or top-dose-only effect, or another doubt; inactive = no such curve, though single readings can be large; an effect the other way counts as inactive or inconclusive. Potency is the fitted concentration of half-maximal effect.

SMILES	KB-V1 MDR tox	TDP43 rescue	GLP-1R inv ag	HT1080 IDH1KD tx	HEK293 tox	SW480 rerep	HT1080NT lethal	GLP-1R agonist	KB-3-1 cytotox
O=C(COC(=O)CNC(=O)C1CCCCC1)Nc1ccc(Cl)cc1F	-0.8%	-0.4%	-0.9%	8.2%	-7.7%	-0.5%	2.5%	0.2%	5.9%
Nc1ccc(-c2nc3nc(N)nc(N)c3nc2-c2ccc(N)cc2)cc1	-9.0%	-11.8%	45.9%[activator]	-19.2%	-24.0%	-1.4%	-8.2%	17.0%	2.4%
O=C(NC1(C(=O)O)CCCC1)C(Cl)Cl	?	-13.7%	4.6%	2.3%	-2.6%	-1.5%	0.6%	4.5%	21.0%
CSc1ncc(Cl)c(C(=O)Nc2c(C(=O)Nc3cccc(Cl)c3)oc3ccccc23)n1	7.9%	18.4%	4.5%	·	2.1%	·	·	·	0.4%
N#CCCN(C(=O)CSc1ccc2c(c1)OCCO2)c1ccc(F)cc1	-4.5%	17.0%	?	-1.7%	-20.8%	-2.4%	-1.6%	2.3%	0.0%
C=CCN1[C@H](COCc2ccccc2)C=CS1(=O)=O	-1.3%	7.1%	28.4%	13.1%	1.8%	·	15.9%	-2.3%	-2.6%
NC(=O)c1ccccc1OCC(=O)NS(=O)(=O)c1ccc(Cl)cc1	-3.3%	-12.3%	8.5%	2.1%	13.1%	0.8%	14.8%	-12.1%	-3.2%
Cc1ccc2[nH]c(=O)c3cc(C(=O)N(CCCOC(C)C)Cc4ccco4)sc3c2c1	-9.0%&-11.0%	?	-12.2%&-27.4%	?	-18.9%&-9.2%	8.7%	-26.9%	13.7%	-11.2%&0.0%
COc1ccc(OCC(O)CN2CCN(Cc3ccc4c(c3)OCO4)CC2)cc1 (stereo not given)	?	20.3%	-5.4%	0.5%	-5.5%	0.0%	-2.5%	0.4%	-9.4%
C=CCC1(CC=C)CCCN1C(=O)CC1C(=O)NCCN1Cc1cc(OC)cc(OC)c1 (stereo not given)	-7.9%	·	?	-13.6%	-5.3%	?	-14.7%	7.9%	9.0%
CCCCn1c(N)c(N(CCC(C)C)C(=O)CSc2nc3ccccc3s2)c(=O)[nH]c1=O	-1.1%	4.0%	14.0%	-6.7%	2.9%	·	-2.2%	11.5%	0.5%
Cc1cccc(N2C(=O)C(O)=C(C(=O)c3cccs3)C2c2ccccc2)n1 (stereo not given)	?	-26.9%	7.8%	-3.7%	-8.8%	-10.8%	-0.7%	-3.0%	-7.4%
Cc1ccc2nc(-c3ccc(NC(=S)NC(=O)C(C)C)cc3)sc2c1	-3.2%	-18.1%	-0.6%	1.58µM*	9.4%	3.3%	2.82µM*	-6.2%	-3.4%
Oc1cccc(Nc2nc(NCC3CCCO3)c3ccccc3n2)c1 (stereo not given)	18.4µM*	4.5%	?	-22.6%	?	6.5%	?	-17.0%	?
Cc1cc(C)c(NC(=O)Nc2csc3c2CCCC3)c(C)c1	2.6%	13.1%	7.0%	·	6.4%	·	·	·	10.1%
O=C(Cn1c(=O)sc2ccccc21)Nc1ccc(S(=O)(=O)N2CCCC2)cc1	-3.4%	5.0%	0.0%	-3.2%	-12.3%	-1.4%	-11.4%	-6.4%	-3.6%
COc1ccc(NC(=O)[C@@H](NC(N)=O)C(C)C)cc1Cl	23.0%	5.4%	15.3%	7.0%	14.6%	-3.9%	1.4%	3.8%	0.5%
Cc1ccc(-c2cc(O)cc3sc(=O)oc23)cc1C	3.7%	11.2µM*	-4.1%	-2.1%	-26.1%	-28.4%	?	0.8%	2.5%
C=CC[n+]1c(-c2ccc(Cl)cc2Cl)csc1Nc1ccc(NC(C)=O)cc1	-26.1%	-45.4%[inhibitor]	-70.2%	18.4µM*	?	23.1µM*	?	18.2%	?
C(=Cc1cnc2ccccc2n1)c1ccc2c(c1)OCO2	14.6µM*	-17.4%	-78.1%	-13.3%	91.3%[activator]	·	-3.1%	-11.5%	-10.5%

In the list so far, 3 have an aryl thioether with sulfur outside any ring.
SMILES	KB-V1 MDR tox	TDP43 rescue	GLP-1R inv ag	HT1080 IDH1KD tx	HEK293 tox	SW480 rerep	HT1080NT lethal	GLP-1R agonist	KB-3-1 cytotox
CSc1ncc(Cl)c(C(=O)Nc2c(C(=O)Nc3cccc(Cl)c3)oc3ccccc23)n1	7.9%	18.4%	4.5%	·	2.1%	·	·	·	0.4%
N#CCCN(C(=O)CSc1ccc2c(c1)OCCO2)c1ccc(F)cc1	-4.5%	17.0%	?	-1.7%	-20.8%	-2.4%	-1.6%	2.3%	0.0%
CCCCn1c(N)c(N(CCC(C)C)C(=O)CSc2nc3ccccc3s2)c(=O)[nH]c1=O	-1.1%	4.0%	14.0%	-6.7%	2.9%	·	-2.2%	11.5%	0.5%

Going on with the list:
SMILES	KB-V1 MDR tox	TDP43 rescue	GLP-1R inv ag	HT1080 IDH1KD tx	HEK293 tox	SW480 rerep	HT1080NT lethal	GLP-1R agonist	KB-3-1 cytotox
CCNS(=O)(=O)c1ccc(CCC(=O)Nc2cc(Cl)ccc2Oc2ccccc2)cc1	16.4µM*	-2.2%	?	?	-0.9%	2.5%	?	8.7%	-18.7%
C=CCn1cnnc1SCC(=O)N(C)CC1COc2ccccc2O1 (stereo not given)	13.4%	13.7%	-2.0%	8.9%	15.0%	-1.5%	-1.2%	-1.2%	-9.6%
CCn1c(COc2ccccc2)nnc1SCC(=O)c1cccc([N+](=O)[O-])c1	-7.4%	4.7%	-34.9%	-0.9%	-20.3%	-2.8%	14.2%	-0.7%	-3.5%
O=C(Nc1cc(C(F)(F)F)ccc1N1CCOCC1)C1=NN(c2ccccc2)C(=O)CC1	-11.1%	28.2%	?	-16.2%	-12.1%	-3.0%	-0.6%	18.0%	-10.6%
CCC(Oc1ccc(C)cc1)C(=O)Nc1ccc(S(=O)(=O)Nc2nccs2)cc1 (stereo not given)	-6.5%	?	-15.1%	-8.6%	-10.8%	0.8%	-3.3%	0.6%	1.9%
CCn1c(=O)c2cc(C(=O)NCCCN3CCN(c4ccc(F)cc4)CC3)sc2c2ccccc21	7.5%	-12.8%	3.3%	·	10.2%	·	·	-3.0%	7.1%
O=C(Nc1ccncc1)c1ccccc1[N+](=O)[O-]	22.2%	-22.4%[9.22 µM]	?	-4.8%	-5.3%	-2.6%	-6.6%	1.0%	1.6%
COc1cccc(CCNC(=O)c2cnc3sc(N4CCCC4)nn3c2=O)c1	0.4%	?	3.9%	·	1.0%	·	·	·	-5.4%
O=C(CSc1nnc(-c2ccco2)n1Cc1ccccc1)NC(=O)NCc1ccccc1	?	-2.5%	?	-10.4%	-17.5%	-0.9%	-22.0%	5.6%	-5.0%
CCC(Sc1ncccc1Nc1ccccn1)C(=O)O (stereo not given)	21.6%	-0.5%	-0.2%	9.2%	3.8%	23.5%	-2.9%	-7.5%	6.3%
C/C(=N\Nc1ccccn1)c1ccc(S(=O)(=O)NCc2ccco2)cc1	?	7.4%	8.9%	-4.9%	-4.1%	-0.2%	-7.6%	1.3%	0.8%
COC(=O)CN1C(=O)C(O)(CC(=O)c2ccc(C)cc2)c2cc(Br)ccc21 (stereo not given)	7.1%	24.9%	-11.4%	7.7%	7.5%	-7.4%	5.4%	7.6%	11.4%
Cn1c(=O)c2c(nc(Cc3ccc(N)cc3)n2C)n(C)c1=O	-11.3%	-4.9%	21.8%	1.0%	-10.4%	-5.2%	0.0%	4.7%	6.4%
O=C(CSc1nc2c(c(=O)n1-c1ccc(Cl)cc1)SCC2)NCc1ccco1	1.6%	-5.5%	-27.5%	5.2%	-19.8%	-3.4%	6.9%	-9.4%	6.5%
C=Cc1ccc(Cn2c(C(=O)O)c(CNCc3cc(Br)ccc3OC)c3ccc(C)cc32)cc1	?	4.0%	10.1%	·	13.6%	·	·	·	-5.0%
O=C(CCN1CCCCC1)Nc1cccc(Br)c1	0.0%	15.2%	-22.4%	-2.5%	-10.3%	6.0%	-2.3%	2.0%	-14.4%
COc1ccc(N=Cc2ccc(N(CCC#N)CCC#N)cc2)cc1	-15.8%	12.8%	-5.8%	6.8%	-11.0%	-2.3%	?	0.6%	7.0%
CC(=O)c1ccc(NC(=O)COC(=O)c2c3c(nc4ccccc24)/C(=C\c2cccs2)CCC3)cc1	16.4µM*	2.6%	?	?	164.7%[activator]	20.6µM*	-21.2%	-10.1%	0.0%
CN(CC(=O)Nc1cccc(F)c1)C(=O)c1ccccc1OCC(=O)Nc1cccc(C(F)(F)F)c1	-25.4%	8.2%	1.2%	-16.5%	16.1%	?	-7.5%	2.1%	-1.8%
CCc1cc2c(=O)c(-c3ccc(F)cc3)c(C)oc2cc1OCC(=O)O	6.1%	9.2%	21.3%	?	22.5%	2.5%	15.6%	-0.4%	-5.3%
CC1(C)Cc2ccccc2-c2nnc(SCc3ccccc3)n21	-19.1%	?	?	-12.1%	0.2%	-3.8%	-6.3%	5.2%	-8.5%
COc1ccc(CO[C@@H]2O[C@H](CO)[C@@H](O)[C@H](O)[C@H]2NC(C)=O)cc1OC	-17.6%	23.4%	17.4%	0.0%	3.6%	-10.3%	14.9%	-2.0%	-3.7%
CC(C)(C)c1ccc(OCC(=O)Nc2c(C(=O)c3ccc(F)cc3)oc3ccccc23)cc1	?	?	6.1%	·	-2.2%	·	·	·	0.0%
CCOC(=O)c1cnc2ccc(F)cc2c1Nc1ccc2c(c1)OCCO2	-16.7%	-10.2%	?	-4.1%	54.1%[activator]	12.8%	-3.9%	0.1%	-0.9%
Cc1ccc(C)c(NC(=O)Cn2cc(C(=O)c3cccs3)c3ccccc32)c1	-6.6%	4.5%	?	·	-7.1%	·	·	·	-9.9%
CN(C)S(=O)(=O)c1ccc(N2CCCC2)c(C(=O)N2CCN(S(=O)(=O)c3ccc(F)c(F)c3)CC2)c1	9.8%	16.3%	-27.2%	-0.8%	-3.4%	-1.5%	-1.0%	5.0%	?
Clc1ccc(-n2nnnc2-c2cnc(-c3ccncc3)nc2-c2cccs2)cc1	?	0.0%	?	-19.1%	-16.5%	?	-16.0%	-6.8%	?
CC1CCN(C(=O)CNC(=O)c2ccc(Cl)cc2Cl)CC1	0.0%	-1.4%	33.2%[activator]	2.1%	10.6%	2.0%	11.7%	0.9%	-0.8%

Compound activity as filed in PubChem.
